IDH1 R132H inh – inhibitors of human IDH1 R132H; inhibition, % at 10 µM; IDH1 R132H reductase, diaphorase/resazurin fluorescence, 60 min; O75874; actives 0.18% (n = 70,000); in the data active = inhibition above about 34%;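 also: 0% = DMSO and 100% = no enzyme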
EZH2 inh – EZH2 (human) methyltransferase inhibition; inhibition, % at 12.5 µM; actives 0.35% (n = 57,000); PRC2 H3K27 methylation, DELFIA TRF, 1 h; AID 651548;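 active = mean inhibition of replicates at least 50% and every single replicate also reaching 50%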;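 also: dimethyl H3K27 on biotinylated H3 21-44 peptide detected by antibody; plate controls were median neutral control wells for no effect and median positive control wells for full effect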
Target sequence (Q15910 whole entry, looked up): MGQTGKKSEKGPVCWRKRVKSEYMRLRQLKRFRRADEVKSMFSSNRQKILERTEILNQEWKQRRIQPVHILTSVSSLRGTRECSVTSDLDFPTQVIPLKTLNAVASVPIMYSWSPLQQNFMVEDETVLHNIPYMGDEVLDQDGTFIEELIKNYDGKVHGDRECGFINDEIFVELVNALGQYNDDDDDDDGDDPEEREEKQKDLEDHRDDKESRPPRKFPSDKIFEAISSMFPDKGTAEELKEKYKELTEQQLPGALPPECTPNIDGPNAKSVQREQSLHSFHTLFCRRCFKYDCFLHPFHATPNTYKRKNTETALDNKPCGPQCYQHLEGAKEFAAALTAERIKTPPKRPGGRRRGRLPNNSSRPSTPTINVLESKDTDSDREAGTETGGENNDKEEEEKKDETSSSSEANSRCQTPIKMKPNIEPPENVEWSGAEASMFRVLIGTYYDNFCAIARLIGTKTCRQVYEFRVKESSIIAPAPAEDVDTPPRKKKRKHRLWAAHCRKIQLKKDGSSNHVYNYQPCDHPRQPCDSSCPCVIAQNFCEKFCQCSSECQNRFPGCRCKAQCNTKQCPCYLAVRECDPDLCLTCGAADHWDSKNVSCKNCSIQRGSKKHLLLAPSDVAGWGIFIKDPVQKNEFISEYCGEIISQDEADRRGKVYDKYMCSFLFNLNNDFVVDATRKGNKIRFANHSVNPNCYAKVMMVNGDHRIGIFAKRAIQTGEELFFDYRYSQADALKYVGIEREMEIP
The depositor's hits bear a star; x = not tested or not shown.

mol	IDH1 R132H inh	EZH2 inh
C[C@@H]1CN([C@@H](C)CO)C(=O)c2cc(NC(=O)Nc3ccc(C(F)(F)F)cc3)ccc2O[C@@H](C)CCCCO[C@@H]1CN(C)Cc1ccc(C(=O)O)cc1	0.1	x
CC(C)(C)NC(=O)C(OC(=O)c1ccccc1)c1ccco1 (stereo unspecified)	x	0
COc1ccc(-c2nc(Nc3nc(C)cc(C)n3)n[nH]2)cc1OC	0.3	-11
Cc1ccc2oc3c(c(=O)c2c1)C(c1ccc(OCC(N)=O)cc1)N(c1nc(C)c(C)s1)C3=O (stereo unspecified)	0.1	-3
COc1ccc(S(=O)(=O)N(C)C[C@H]2Oc3cc(C4=CCCC4)ccc3S(=O)(=O)N([C@H](C)CO)C[C@@H]2C)cc1	-2.5	1
Cn1cnnc1SCCCN1C(=O)c2cccc3cccc(c23)C1=O	-0.4	-1
O=C(N/N=C/c1cc2c(cc1Br)OCO2)c1ccccc1O	x	12
COc1ccc(-c2nnc(SCC(=O)N3c4ccccc4Sc4ccccc43)n2C)cc1	0.1	-7
Cc1noc(C)c1NC(=O)N(C)C[C@@H]1Oc2ccc(NS(=O)(=O)c3cccs3)cc2CC(=O)N([C@@H](C)CO)C[C@@H]1C	1.3	x
C[C@H]1CN([C@@H](C)CO)C(=O)Cc2cc(NC(=O)c3ccncc3)ccc2O[C@@H]1CN(C)C(=O)Nc1ccccc1	0.1	x
O=C(C[C@@H]1C=C[C@H](NS(=O)(=O)c2ccc(F)cc2)[C@H](CO)O1)NCCc1ccncc1	-0.2	-3
CCC(=O)Nc1ccc2c(c1)OC[C@H](C)N(C(=O)CN1CCOCC1)C[C@@H](C)[C@@H](OC)CN(C)C2=O	-0.2	-16
COc1ccc(NC(=O)Nc2ccc3c(c2)C(=O)N([C@@H](C)CO)C[C@@H](C)[C@@H](CN(C)Cc2ccncc2)OCCCC[C@@H](C)O3)cc1	2.6	x
Fc1ccccc1-c1nnc(SCc2ccc(Br)cc2)n1Cc1ccco1	0.1	79*
O=C(NCC[C@H]1CC[C@@H](NS(=O)(=O)c2ccc(F)cc2)[C@@H](CO)O1)Nc1ccc(Cl)cc1	-0.2	-10
COc1ccc(S(=O)(=O)Nc2ccc3c(c2)C(=O)N([C@H](C)CO)C[C@H](C)[C@H](CN(C)S(=O)(=O)c2ccc(Cl)cc2)O3)cc1	-0.2	x
CN1CCN(C(=O)C[C@H]2C[C@@H]3c4cc(NC(=O)Nc5ccc(F)cc5)ccc4O[C@@H]3[C@@H](CO)O2)CC1	0.2	-10
CCC(=O)Nc1ccc2c(c1)OC[C@H](C)N(Cc1ccccc1OC)C[C@H](C)[C@H](OC)CN(C)C2=O	-0.2	-9
O=C(Nc1ccc2c(c1)[C@H]1C[C@@H](CC(=O)N3CCCCC3)O[C@@H](CO)[C@H]1O2)C1CCC1	4.6	16
C[C@H](CO)N1C[C@H](C)[C@H](CN(C)S(=O)(=O)c2ccc(Cl)cc2)Oc2c(NS(=O)(=O)c3cccs3)cccc2C1=O	1.0	x
COc1ccc(C#Cc2ccc3c(c2)[C@]2(C(=O)N3)[C@H](C(=O)N3CCc4cc(OC)c(OC)cc4C3)[C@H]3C(=O)O[C@H](c4ccccc4)[C@H](c4ccccc4)N3[C@@H]2c2ccccc2OCCO)cc1	x	-14
C[C@@H]1CCCCO[C@H](CN(C)C(=O)c2ccncc2)[C@H](C)CN([C@H](C)CO)C(=O)c2cc(NC(=O)CCC(F)(F)F)ccc2O1	4.0	x
CCO[C@H]1OC(C(=O)O)=C[C@@H](c2csc3ccccc23)[C@@H]1CCCO	x	-17
CO[C@H]1CN(C)C(=O)c2ccc(NS(C)(=O)=O)cc2OC[C@@H](C)N(CC2CCCCC2)C[C@@H]1C	0.4	2

10 of the compounds above, with values under each structure:
Every second line gives: IDH1 R132H inh	EZH2 inh
> CCC(=O)Nc1ccc2c(c1)OC[C@H](C)N(C(=O)CN1CCOCC1)C[C@@H](C)[C@@H](OC)CN(C)C2=O
 : -0.2	-16
> COc1ccc(NC(=O)Nc2ccc3c(c2)C(=O)N([C@@H](C)CO)C[C@@H](C)[C@@H](CN(C)Cc2ccncc2)OCCCC[C@@H](C)O3)cc1
 : 2.6	x
> Fc1ccccc1-c1nnc(SCc2ccc(Br)cc2)n1Cc1ccco1
 : 0.1	79*
> O=C(NCC[C@H]1CC[C@@H](NS(=O)(=O)c2ccc(F)cc2)[C@@H](CO)O1)Nc1ccc(Cl)cc1
 : -0.2	-10
> COc1ccc(S(=O)(=O)Nc2ccc3c(c2)C(=O)N([C@H](C)CO)C[C@H](C)[C@H](CN(C)S(=O)(=O)c2ccc(Cl)cc2)O3)cc1
 : -0.2	x
> CN1CCN(C(=O)C[C@H]2C[C@@H]3c4cc(NC(=O)Nc5ccc(F)cc5)ccc4O[C@@H]3[C@@H](CO)O2)CC1
 : 0.2	-10
> CCC(=O)Nc1ccc2c(c1)OC[C@H](C)N(Cc1ccccc1OC)C[C@H](C)[C@H](OC)CN(C)C2=O
 : -0.2	-9
> O=C(Nc1ccc2c(c1)[C@H]1C[C@@H](CC(=O)N3CCCCC3)O[C@@H](CO)[C@H]1O2)C1CCC1
 : 4.6	16
> C[C@H](CO)N1C[C@H](C)[C@H](CN(C)S(=O)(=O)c2ccc(Cl)cc2)Oc2c(NS(=O)(=O)c3cccs3)cccc2C1=O
 : 1.0	x
> COc1ccc(C#Cc2ccc3c(c2)[C@]2(C(=O)N3)[C@H](C(=O)N3CCc4cc(OC)c(OC)cc4C3)[C@H]3C(=O)O[C@H](c4ccccc4)[C@H](c4ccccc4)N3[C@@H]2c2ccccc2OCCO)cc1
 : x	-14

Next section.
mol	IDH1 R132H inh	EZH2 inh
CCCNC(=O)N(C)C[C@@H]1Oc2ncc(-c3ccc(F)cc3)cc2C(=O)N([C@H](C)CO)C[C@H]1C	0.4	-6
CCCN(C)C[C@H]1Oc2cc(-c3cccc(F)c3)ccc2S(=O)(=O)N([C@@H](C)CO)C[C@H]1C	-1.0	1
C[C@@H]1CN([C@@H](C)CO)C(=O)Cc2cc(N(C)C)ccc2O[C@@H]1CN(C)Cc1ccncc1	3.3	2
COCCNC(=O)C[C@H]1C[C@H]2c3cc(NC(=O)Nc4ccc(C(F)(F)F)cc4)ccc3O[C@H]2[C@H](CO)O1	-0.2	-4
CC(=O)Nc1ccccc1-c1nnc(SCc2ccccc2Cl)[nH]c1=O	-0.2	-14
O=C(C[C@@H]1C[C@@H]2c3cc(NS(=O)(=O)c4ccccc4)ccc3O[C@@H]2[C@@H](CO)O1)NC1CCCC1	0.3	-15
CO[C@@H]1CN(C)C(=O)c2cc(NS(=O)(=O)c3ccc(-c4ccccc4)cc3)ccc2OC[C@H](C)NC[C@@H]1C	-0.5	1
Cc1cc(C(=O)Nc2cccc3c2O[C@@H](CN(C)Cc2ccc4c(c2)OCO4)[C@@H](C)CN([C@H](C)CO)C3=O)n(C)n1	x	-9
COc1ccc(S(=O)(=O)Nc2ccc3c(c2)CC(=O)N([C@@H](C)CO)C[C@H](C)[C@H](CN(C)C)O3)cc1	1.9	7
C[C@@H]1CCCCO[C@@H](CN(C)S(=O)(=O)c2cn(C)cn2)[C@@H](C)CN([C@H](C)CO)C(=O)c2cc(NC(=O)Nc3cccc4ccccc34)ccc2O1	2.2	x
COCC(=O)Nc1ccc2c(c1)OC[C@H](C)N(C(C)=O)C[C@@H](C)[C@@H](OC)CN(C)C2=O	0.3	9
O=C(C[C@H]1CC[C@H](NC(=O)Nc2ccc3c(c2)OCO3)[C@@H](CO)O1)NCCCN1CCOCC1	0.4	13
C[C@H](CO)N1C[C@H](C)[C@H](CN(C)S(C)(=O)=O)Oc2ccc(NC(=O)Nc3ccc4c(c3)OCO4)cc2CC1=O	-0.3	x
C[C@@H]1CCCCO[C@@H](CN(C)C(=O)Nc2ccc(C(F)(F)F)cc2)[C@H](C)CN([C@@H](C)CO)C(=O)c2cc(NC(=O)Nc3ccc(C(F)(F)F)cc3)ccc2O1	-2.4	x
O=C(C[C@@H]1C[C@@H]2c3cc(NC(=O)Nc4ccccc4)ccc3O[C@@H]2[C@@H](CO)O1)NCc1ccccc1	0.5	-2
C/C=C/c1ccc([C@H]2[C@@H](CO)N(C(=O)NC3CCCC3)[C@H]2C#N)cc1	-0.5	x
CCC(Sc1nnc2c3ccccc3n(C)c2n1)C(=O)Nc1ncccc1Cl (stereo unspecified)	-0.3	-11
Cc1ccc(C)c(NC(=O)C2CN(S(=O)(=O)c3ccccc3)CCN2S(=O)(=O)c2ccccc2)c1 (stereo unspecified)	-0.2	3
CC(=O)c1c(O)cc(O[C@@H]2O[C@H](CO)[C@@H](O)[C@H](O)[C@H]2O)cc1O	-1.1	94*
C[C@H](CO)N1C[C@H](C)[C@H](CN(C)C(=O)Nc2ccc3c(c2)OCO3)Oc2ncc(C#CCN(C)C)cc2C1=O	2.9	0
CO[C@H]1CN(C)C(=O)c2ccc(NC(C)=O)cc2OC[C@@H](C)N(C(=O)c2ccccn2)C[C@@H]1C	0.6	-5
CO[C@@H]1CN(C)C(=O)c2cc(NC(=O)c3ccc(F)cc3)ccc2OC[C@@H](C)N(C(C)=O)C[C@H]1C	0.3	-5
O=C(Nc1c(C(=O)NCc2ccco2)cnn1-c1ccccc1)c1cccc(F)c1	1.2	22
O=C(C[C@@H]1CC[C@H](NC(=O)Cc2cccnc2)[C@H](CO)O1)Nc1ccc(-c2ccccc2)cc1	0.4	-24
Cc1ccc(-c2nn(C(C)(C)C)c3ncnc(N)c23)cc1	0.1	8
C[C@@H]1CN([C@H](C)CO)C(=O)c2cc(NC(=O)Nc3ccc(F)cc3)ccc2O[C@H]1CN(C)S(=O)(=O)c1cn(C)cn1	0.6	x
C[C@H]1CN([C@@H](C)CO)C(=O)Cc2cc(NC(=O)Cc3ccccc3)ccc2O[C@@H]1CN(C)Cc1ccc(Oc2ccccc2)cc1	0.6	x
O=C(c1ccc(NS(=O)(=O)c2cccc3cccnc23)cc1)N1CCOCC1	-0.3	-16
C[C@H]1CCCCO[C@H](CN(C)Cc2ccc3c(c2)OCO3)[C@@H](C)CN([C@@H](C)CO)C(=O)c2cc(NC(=O)Nc3ccc(F)cc3)ccc2O1	2.0	x
COc1ccc(NC(=O)N[C@@H]2CC[C@H](CCn3cc(-c4ccc(F)cc4)nn3)O[C@H]2CO)cc1	0.0	-4
Cn1c(SCc2nc(-c3ccccc3)no2)nnc1-c1ccco1	-0.7	-6
O=C(N/N=C/c1cc(F)ccc1O)c1ccccc1O	x	15
C[C@H]1CN([C@@H](C)CO)S(=O)(=O)c2ccc(C3=CCCC3)cc2O[C@H]1CN(C)C(=O)C1CCC1	6.3	-4
CC(C)CC#Cc1cnc2c(c1)C(=O)N([C@@H](C)CO)C[C@H](C)[C@H](CN(C)S(=O)(=O)c1cn(C)cn1)O2	-2.0	0
COc1ccc(CN(C)C[C@H]2Oc3ccc(NC(=O)NC(C)C)cc3C(=O)N([C@H](C)CO)C[C@H]2C)cc1	-0.1	-5
COc1ccc(C(=O)CSc2nc(C)[nH]c2[N+](=O)[O-])cc1Br	0.9	11
C[C@@H]1CN([C@H](C)CO)C(=O)Cc2cc(NS(=O)(=O)c3ccccc3)ccc2O[C@@H]1CN(C)Cc1ccc2c(c1)OCO2	-0.9	-3
O=C(NCCCN1CCOCC1)c1cnn2c(C(F)F)cc(-c3ccccc3)nc12	-0.2	-2
CCCNC(=O)N(C)C[C@@H]1Oc2ncc(/C=C/c3ccccc3)cc2C(=O)N([C@H](C)CO)C[C@@H]1C	-1.0	-12
COc1ccc(NC(=O)N(C)C[C@H]2Oc3ccc(NC(=O)Cn4cnnn4)cc3CC(=O)N([C@H](C)CO)C[C@@H]2C)cc1	1.2	x
CC(C)NC(=O)N(C)C[C@H]1OCCCC[C@@H](C)Oc2ccc(NC(=O)C3CCCCC3)cc2C(=O)N([C@@H](C)CO)C[C@H]1C	3.6	23
CO[C@H]1CN(C)C(=O)c2cc(NS(=O)(=O)c3ccc(C)cc3)ccc2OC[C@H](C)N(C(=O)NC(C)C)C[C@H]1C	0.0	1
O=C(C[C@@H]1C[C@H]2c3cc(NC(=O)Cc4ccncc4)ccc3O[C@H]2[C@H](CO)O1)NCc1cc(F)ccc1F	0.1	-13
C[C@H](CO)N1C[C@H](C)[C@H](CN(C)C(=O)NC2CCCCC2)Oc2ccc(NC(=O)NC3CCCCC3)cc2CC1=O	1.2	x
CCCNC(=O)C[C@@H]1C[C@H]2c3cc(NC(=O)c4ccc5c(c4)OCO5)ccc3O[C@H]2[C@H](CO)O1	-2.9	0
COC(=O)C1=C[C@H](O[C@@H]2O[C@H](CO)[C@@H](O)[C@H](O)[C@H]2O)C[C@H]2[C@]3(C)C[C@@H](c4ccoc4)OC(=O)[C@H]3CC[C@@]12C	-0.3	x
O=C(COc1ccc2ccccc2c1)Nc1ccccc1C(=O)Nc1ccccc1	-0.7	1
CNC[C@H]1OCCCC[C@@H](C)Oc2ccc(NC(=O)NC3CCCCC3)cc2C(=O)N([C@H](C)CO)C[C@H]1C	x	-16
C[C@@H]1CN([C@@H](C)CO)C(=O)c2cccc(NC(=O)Nc3ccc(C(F)(F)F)cc3)c2O[C@H]1CN(C)C(=O)Nc1ccc(C(F)(F)F)cc1	1.8	x
CO[C@H]1CN(C)C(=O)c2cc(NC(C)=O)ccc2OC[C@@H](C)N(C(=O)C2CCOCC2)C[C@@H]1C	0.0	10
COC(=O)c1ccccc1NC(=O)C(C)Oc1cccc(Cl)c1 (stereo unspecified)	0.1	32
CC(C)NC(=O)Nc1cccc2c1O[C@@H](CN(C)CC1CCCCC1)[C@@H](C)CN([C@@H](C)CO)C2=O	2.8	0
COCC(=O)Nc1ccc2c(c1)OC[C@@H](C)N(CC1CC1)C[C@@H](C)[C@@H](OC)CN(C)C2=O	0.2	1
CCn1c(SCC(=O)Nc2cccc(Br)c2)nnc1-c1ccco1	-0.1	0

Screening data (PubChem BioAssay)

Some of the compounds tested, so the mix of outcomes need not match the whole.
